KB-3-1 tox: qHTS assay for MDR1-selective chemotherapeutics: Primary screen using the parental adenocarcinoma cell KB-3-1. 400,000 tested, 1.4% active. KB-3-1 viability, CellTiter-Glo ATP luminescence, 72 h. Potency, µM (series often up to 46.1 µM), inactives show at the highest dose activity change, negative = cytotoxic, most hits filed as cytotoxic; further: potency means the concentration at half of the fitted maximal effect; on the % scale 0 is the no-effect control and ±100 the full control effect; nearly all actives have a fitted effect of over 60% in size
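Here the drug-naive KB-3-1 line serves as comparator for MDR sub-line selectivity; cells received compound titrations, 72 h at 37 °C, then CellTiter-Glo readout.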
SW480 rereplic: A quantitative high throughput screen for small molecules that induce DNA re-replication in SW480 colon adenocarcinoma cells; Potency, µM (doses to about 46.1 µM), without a hit: at the top dose re-replication activation, usual class: activators; SW480 DNA re-replication, Hoechst DNA content imaging, 48 h; AID 624297, 2012; 340,000 tested, 1.8% active; further: potency means the concentration at half of the fitted maximal effect; % of control where 0% means no effect; nearly all actives have a fitted effect of over 55% in size
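Cells (250 per well) received 23 nL compound or DMSO by pin tool and were kept 48 hr at 37 C, 5% CO2. Nuclei were then stained with Hoechst for 40 min and scanned for DNA content.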
GLP-1R agonist: qHTS of GLP-1 Receptor Agonists; AID 624172, 2012; 380,000 tested, 0.007% active; HEK293 GLP-1R CRE-luciferase, luminescence, 4-6 h; cells express a hypersensitive GLP-1R form; Glucagon-like peptide 1 receptor (Homo sapiens), P43220; Potency, µM (highest dose often 45.6 µM), without a hit: top-dose activation, usual class: activators; further: potency means the concentration at half of the fitted maximal effect; % of control where 0% means no effect
Target sequence (P43220 whole entry, looked up): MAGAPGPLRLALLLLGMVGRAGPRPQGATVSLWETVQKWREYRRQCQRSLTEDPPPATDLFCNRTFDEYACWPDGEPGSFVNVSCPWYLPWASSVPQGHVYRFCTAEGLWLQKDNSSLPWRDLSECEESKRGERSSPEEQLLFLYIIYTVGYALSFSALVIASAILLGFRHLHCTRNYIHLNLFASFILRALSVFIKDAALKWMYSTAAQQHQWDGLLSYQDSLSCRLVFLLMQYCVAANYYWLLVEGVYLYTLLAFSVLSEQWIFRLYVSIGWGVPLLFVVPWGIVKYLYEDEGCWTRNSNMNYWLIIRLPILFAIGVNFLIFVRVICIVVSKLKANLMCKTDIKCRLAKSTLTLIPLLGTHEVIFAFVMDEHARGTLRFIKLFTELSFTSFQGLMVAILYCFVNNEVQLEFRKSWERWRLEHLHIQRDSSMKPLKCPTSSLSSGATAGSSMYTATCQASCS
KB-V1 cytotox: qHTS assay for MDR1-selective chemotherapeutics: Primary screen using the drug-selected MDR subline cells KB-V1. 400,000 tested, 3.4% active. KB-V1 MDR cells viability, CellTiter-Glo, 72 h. Potency, µM (series often up to 46.1 µM), without a hit: at the highest dose activity change, negative = cytotoxicity, most hits filed as cytotoxic; further: potency means the concentration at half of the fitted maximal effect; on the % scale 0 is the no-effect control and ±100 the full control effect; nearly all actives have a fitted effect of over 60% in size
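Compound-treated KB-V1 multidrug-resistant cells, 72 h, 37 degrees C; viability by CellTiter-Glo. Fitted qHTS curves give the values.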
HT1080NT lethal: qHTS for induction of synthetic lethality in tumor cells producing 2HG: qHTS for the HT-1080-NT fibrosarcoma cell line; HT-1080-NT fibrosarcoma viability, CellTiter-Glo ATP luminescence, 48 h; Potency, µM (top dose mostly 46.1 µM), for inactives: top-dose activity, negative = less viability, hits mostly cytotoxic; 360,000 tested, 1.6% active; AID 686970, 2013;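 further: NT is the 2HG producing partner of a matched IDH1 knockdown line; potency means the concentration at half of the fitted maximal effect; 0% = DMSO-treated cells and -100% = media-only wells without cells; nearly all actives have a fitted effect of over 55% in size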
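Read-out is CellTiter-Glo luminescence after 10 minutes at room temperature, following 48 hours' compound treatment of HT-1080-NT cells (750 cells/well, RPMI, 5% FBS, 37 degrees C).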
DRD3 agonist: qHTS of D3 Dopamine Receptor Agonist: qHTS. D(3) dopamine receptor (Homo sapiens), P35462. D3R DiscoveRx beta-arrestin cells, luminescence, 90 min. max activation, %. 410,000 tested, 0.58% active. AID 652048, 2013; in the data active means max activation above about 30%; further: 0% is about no effect; mostly tested at two doses, the higher about 12 µM
Target sequence (P35462 whole entry, looked up): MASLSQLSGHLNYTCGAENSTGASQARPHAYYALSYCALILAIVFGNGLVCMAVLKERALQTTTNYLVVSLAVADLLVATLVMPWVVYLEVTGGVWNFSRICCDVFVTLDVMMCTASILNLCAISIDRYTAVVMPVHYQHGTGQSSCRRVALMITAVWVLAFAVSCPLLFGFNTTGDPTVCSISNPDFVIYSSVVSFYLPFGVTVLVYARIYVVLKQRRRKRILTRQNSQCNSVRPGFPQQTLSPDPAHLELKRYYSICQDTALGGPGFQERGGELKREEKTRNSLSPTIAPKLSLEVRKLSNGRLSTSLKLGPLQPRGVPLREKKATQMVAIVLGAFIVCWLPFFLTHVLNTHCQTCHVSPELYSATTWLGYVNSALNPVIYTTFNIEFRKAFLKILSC
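Agonist mode: compounds and dopamine controls were applied to plated cells for 90 min at 37 degrees C after an overnight attachment at 1500 cells/well. Luminescent read-out followed 30 - 60 minutes at room temperature with DiscoveRx detection reagent.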
D3 antag: qHTS of D3 Dopamine Receptor Antagonist: qHTS | D(3) dopamine receptor (Homo sapiens), P35462 | D3R cells, DiscoveRx beta-arrestin luminescence, antagonist mode; hits give low values | max response, negative = inhibition, % | 360,000 tested, 2.5% active; in the data active means max response below about -50%; inconclusive means no clear call, values can overlap the other calls; further: on the % scale 0 is the no-effect control and ±100 the full control effect; mostly tested at two doses, the higher about 12 µM
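Cells plated overnight at 1500 cells/well, then exposed to library compounds with dopamine controls for 90 minutes at 37 degrees C. DiscoveRx reagent added for 30–60 minutes at room temperature; luminescence read, quantitative HTS format.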
HT1080 IDH1KD tx: qHTS for induction of synthetic lethality in tumor cells producing 2HG: qHTS for the HT-1080-IDH1KD cell line. HT-1080 IDH1 knockdown viability, ATP luminescence, 48 h. Potency, µM (series often up to 46.1 µM), inactives show top-dose activity, negative = toxicity, usual class: cytotoxic. 360,000 tested, 2% active. AID 686971, 2013;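 further: potency means the concentration at half of the fitted maximal effect; 0% = DMSO wells and -100% = cell-free medium wells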
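CellTiter-Glo luminescence after 48 h compound exposure at 37 degrees C of IDH1-knockdown HT-1080 cells in 5% FBS RPMI. %Activity scaled between DMSO wells and cell-free media wells, with curves fitted and assigned curve classes.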
IL1B secr inh: qHTS for Inhibitors of Inflammasome Signaling: IL-1-beta AlphaLISA Primary Screen; THP-1 LPS/ATP IL-1B secretion, AlphaLISA, 16 h; hits give low values; activity change, % at 57.5 µM; 360,000 tested, 4.7% active; AID 743279, 2014; in the data active means activity change below about -50%; inconclusive means mostly about -30% to -49%; further: on the % scale 0 is the no-effect control and ±100 the full control effect
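THP-1 cells pretreated 1 hr with compounds (up to 57.5 uM final), then stimulated with LPS (250 ng/mL final) plus ATP (1.25 mM final); secreted IL-1B measured by AlphaLISA after 16 hr, decreased signal indicating inhibition.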
Numbers without * were called inactive; u = inconclusive; x = not tested or not shown; & = joins results of further samples; [ ] = dose if it differs, or a comment. Unless noted, the call rests on the fitted dose curve; in most records, active means well fitted curve in the direction sought with a large enough effect; inconclusive means small, poorly fitted or top-dose-only effect, or another doubt; inactive means no such curve, though single readings can be large; an effect the other way counts as inactive or inconclusive.

SMILES	KB-3-1 tox	SW480 rereplic	GLP-1R agonist	KB-V1 cytotox	HT1080NT lethal	DRD3 agonist	D3 antag	HT1080 IDH1KD tx	IL1B secr inh
CC(Sc1nnc(C(F)(F)F)n1C)C(=O)Nc1ccc(N2CCOCC2)cc1 (stereo not given)	-43%	-22%	-3%	-24%	1%	1	-22	1%	-24
O=C(NC1CC1)c1ccc(NC(=O)C2CCC2)cc1	5%	0%	-1%	13%	-6%	-2	1	-4%	3
Cc1cc(NC(=O)CSc2nccn2-c2ccc([N+](=O)[O-])cc2)no1	-10%	-2%	0%	4%	21%	0	1	6%	45
O=C(Oc1cccc(C(=O)N2CCOCC2)c1)c1ccc(Br)cc1	3%	2%	-17%	-10%	-4%	1	-7	5%	-7
Cc1ccc(-c2c(C(=O)N/N=C/C3CCCCC3)nnn2-c2nonc2N)cc1	5%	-10%	7%	17%	3%	2	7	-1%	3
Cc1ncc(NS(=O)(=O)c2ccc(N)cc2)nc1C	10%	-5%	-2%	28%	16%	1	22	19%	4
COc1ccc(CN2CCNC(=O)C2CC(=O)NC2CCCCCCC2)cc1OC (stereo not given)	-4%	u	0%	10%	0%	5	-5	1%	-12
COc1ccc(C(=O)OCC(=O)Nc2sccc2C(N)=O)cc1OC	-13%	-7%	u	-6%	u	12	45	-30%	3
Cc1ccc(C(=O)CSc2nnc(-c3snnc3C)n2C2CC2)cc1	7%	-75%[inhibitor]	3%	-13%	28%	11	2	20%	7
O=C(COC(=O)c1cc(=O)[nH]c2ccccc12)c1ccc(Br)cc1	1%	-10%	9%	3%	22%	10	12	8%	18
CCC(C(=O)NCCCN1CCN(CC)CC1)n1nc(C)n2c(cc3occc32)c1=O (stereo not given)	23%	-1%	5%	u	17%	-5	7	4%	3
Cc1ccc(NC(=O)COC(=O)c2cc(=O)c3ccccc3o2)c(Br)c1	16%	-21%	-1%	u	-6%	8	13	-6%	-27
CCOC(=O)C12CNC(=O)C(C(=O)OCC)(CNC1=O)C2	20%	-1%	-8%	29%	20%	3	18	16%	18
CCOC(=O)C(=NCCCN(C)C)NNc1cc(C(F)(F)F)ccc1Cl	-2%	4%	7%	0%	6%	-9	-23	-15%	-29
CC(C)(C)OC(=O)N[C@H](Cc1ccccc1)C(=O)N1CCC(C(=O)O)CC1	14%	-2%[9.22 µM]	-1%	6%	0%	-2	7	6%	9
COc1ccc(Cl)cc1-c1nc(SCC(=O)NC2CC2)n[nH]1	1%	-10%	7%	3%	12%	1	-2	9%	8
Cc1cccc(C)c1NS(=O)(=O)c1ccc2c(c1)NC(=O)CO2	-19%	6%	4%	25%	7%	7	-7	-10%	11
COc1cccc(NC(=O)NC2(C(=O)N3CCN(C)CC3)CCCCC2)c1	8%	-22%	2%	u	12%	5	14	5%	13
COC(=O)c1cn(C(=O)c2cccc(Br)c2)c2ccccc12	15%	-12%	-5%	26%	22%	3	-8	24%	-15
Cc1nnc(SCC(=O)Nc2cccc(Cl)c2)n1CC1CCCO1 (stereo not given)	-5%	-30%[inhibitor]	10%	-16%	15%	1	3	7%	-9
CCn1c(=O)n(CC)c2cc(S(=O)(=O)Nc3ccccc3C)c(C)cc21	1%	1%	7%	u	-4%	1	-7	u	-1
CCOc1cc(/C=C/C(=O)O)ccc1OCCOc1ccc(F)cc1	-2%	u	5%	4%	-18%	10	9	-7%	-12
O=C(CCl)N(O)c1ccc(C=Cc2ccccc2)cc1	3%	u	-18%	-21%	-3%	-7	-12	-21%	-77*
COCCN(C(=O)CSc1nnc(-c2ccncc2)n1C)c1c(N)n(CC(C)C)c(=O)[nH]c1=O	6%	-9%	3%	12%	2%	3	14	5%	20
CCOc1ccc(C2c3c(oc4ccccc4c3=O)C(=O)N2c2ccc(C)cn2)cc1OC (stereo not given)	1%	2%	-6%	3%	3%	0	-19	3%	16
Cc1cc(C)n(-c2nc(N(C)C)nc(N3CCOCC3)n2)n1	1%	u	1%	-22%	u	3	-4	u	9
CCc1ccc(C(=O)c2cc3ccc(O)cc3oc2=O)cc1	4%	-1%	0%	13%	8%	-7	-26	6%	-1
Cc1ccc(S(=O)(=O)N2CCCCC2)cc1NC(=O)C1COc2ccccc2O1 (stereo not given)	-10%	x	5%	-9%	-2%	4	26	-4%	20
COc1ccc(N2CCN(C(CNC(C)=O)c3ccco3)CC2)cc1 (stereo not given)	7%	0%	2%	5%	10%	-7	4	4%	12
COc1ccc(NC(=O)CSc2nnc(-c3ccccn3)n2Cc2ccco2)cc1OC	8%	-10%	-6%	23%	6%	1	26	2%	21
CN(C(=O)C(Cl)Cl)C1CC2C=CC1C2 (stereo not given)	u	-4%	0%	-1%	10%	5	3	15%	-2
CCC(C)[C@H]1CNC(=O)C(=O)N1CCc1cccc(F)c1 (stereo not given in full)	13%	x	-1%	1%	18%	0	u	13%	10
COc1cc2c(cc1O)C(Cc1ccc(O)cc1)NCC2 (stereo not given)	u	15%	1%	-12%	3%	-69	-107*	3%	-7
CCOc1ccccc1/C=C(\C#N)C(=O)Nc1cccc(C(=O)O)c1	3%	-11%	-1%	14%	5%	1	6	0%	8
O=C(Nc1ccc(NC(=O)c2cc3ccccc3o2)cc1)c1ccc2c(c1)OCCO2	25%	20%	3%	u	9%	9	19	-6%	39
CN(CC(=O)NCc1cccnc1)S(=O)(=O)c1cc(Cl)ccc1Cl	-3%	4%	6%	0%	-8%	3	1	-7%	18
CCOC(=O)CSc1nnc2c3ccccc3n(C)c2n1	7%	0%	1%	-3%	3%	1	7	8%	16
O=C(NCc1cccc(Cl)c1)c1ccc(N2CC3CC(C2)c2cccc(=O)n2C3)c(NC(=O)c2cccnc2)c1 (stereo not given)	-2%	0%	2%	-23%	-6%	4	-5	-1%	-17
Nc1nc2ccc(OC(F)(F)F)cc2s1	-2%	-19%	29%&18%	u	u	1&8	-10	-27%	-1
O=C(CCc1nc2ccccc2c(=O)[nH]1)OCC(=O)c1cccc(Cl)c1	6%	6%	0%	3%	-11%	-4	u	0%	0
C=CCN(CC=C)C(=S)NC(=O)c1ccc(-c2ccccc2)cc1	u	4%	-11%	5.8µM*	2%	1	-15	-22%	22
O=C(c1cccc(C(=O)N2CCN(c3ccccc3F)CC2)n1)N1CCN(c2ccccc2F)CC1	-13%	0%	5%	-4%	-4%	10	24	-1%	u
CC1=C(C(=O)Nc2ccccc2)C(c2cccn2C)n2ncnc2N1 (stereo not given)	19%	x	-3%	0%	x	3	x	x	x
Cc1ccc(CNC(=O)[C@H](C)N2C(=O)N3CCc4c([nH]c5ccccc45)[C@@]3(C)C2=O)cc1	0%	-6%	1%	24%	0%	3	0	-2%	37
Cc1ccc2c(c1)N(CC(=O)N1CCC(O)CC1)C(=O)CO2	-8%	-5%	3%	u	-8%	0	9	2%	3

Among those listed so far, these have a COOH group.
SMILES	KB-3-1 tox	SW480 rereplic	GLP-1R agonist	KB-V1 cytotox	HT1080NT lethal	DRD3 agonist	D3 antag	HT1080 IDH1KD tx	IL1B secr inh
CC(C)(C)OC(=O)N[C@H](Cc1ccccc1)C(=O)N1CCC(C(=O)O)CC1	14%	-2%[9.22 µM]	-1%	6%	0%	-2	7	6%	9
CCOc1cc(/C=C/C(=O)O)ccc1OCCOc1ccc(F)cc1	-2%	u	5%	4%	-18%	10	9	-7%	-12
CCOc1ccccc1/C=C(\C#N)C(=O)Nc1cccc(C(=O)O)c1	3%	-11%	-1%	14%	5%	1	6	0%	8

Additional compounds:
SMILES	KB-3-1 tox	SW480 rereplic	GLP-1R agonist	KB-V1 cytotox	HT1080NT lethal	DRD3 agonist	D3 antag	HT1080 IDH1KD tx	IL1B secr inh
COc1cc2[nH]c3c(=O)n(CCN4CCCCC4)cnc3c2cc1OC	0%	5%	1%	0%	-7%	-3	u	-8%	-9
COc1ccc([N+](=O)[O-])cc1NC(=S)NC(NC(=O)C(c1ccccc1)c1ccccc1)C(Cl)(Cl)Cl (stereo not given)	u	0%	-13%	-6%	u	-18	-80*	5.8µM*	-10
CCCCCCCCN1C(=O)[C@H](CC(=O)N2CCN(C(=O)C3CC3)CC2)C[C@@]2(C(=O)OC)CC(C)(C)CC=C12	u	x	x	u	u	-12	0	u	-60*
Cc1ccc(-n2c(Cc3cccn3C)nnc2SCC(=O)Nc2nnc(C)s2)cc1	u	4%	6%	u	-3%	-22	30	u	-9
CCOc1ccc(NC(=O)Nc2ccon2)cc1	u	21%	10%	u	-15%	1	2	-16%	-3
CCN(c1cccc(C)c1)S(=O)(=O)c1ccc2c(c1)NC(=O)CCS2	0%&-15%	-6%	7%&-8%	u	-7%	3&5	-5	-4%	43
COc1cccc(OC)c1C(=O)Nn1c(C2CCC2)nc2ccccc2c1=O	-4%	-7%	-7%	-2%	2%	1	-13	16%	3
COC1=NC(=C(c2ccccc2)c2ccccc2)OC1=O	-6%	5%	0%	18%	6%	-8	-2	8%	0
FC(F)(F)c1cc(Oc2ccccc2)nc(-c2ccccn2)n1	u	u	-1%	15µM*	u	-1	23	-29%	0
CCN1C(=O)C(=O)N(CC(=O)c2[nH]c(C)c(C(C)=O)c2C)C1=O	12%	u	3%	0%	7%	5	2	13%	16
CC(=O)c1sc(N2CCOCC2)nc1-c1ccccc1	14%	-2%	2%	2%	2%	-3	5	18%	-6
COc1ccc(C2CC(c3ccc(C)cc3)=NN2C(=O)c2ccccc2)cc1 (stereo not given)	u	-7%	-2%	u	u	-10	-17	u	u
